TEAD-YAP inh = TEAD-YAP interaction inhibition; HEK-TIYL cells, TEAD-Gal4/YAP UAS-luciferase luminescence; inhibition, % at 9.12 µM; 1.4% of 640,000 active; in the data active = inhibition above about 32%;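 note: 0% = median of test compound wells and 100% = reference inhibitor wells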
GPR151 activ = human GPR151 activation; PathHunter beta-arrestin GPR151 cells, luminescence; Q8TDV0; AID 1508602; activation, % at 11.2 µM; 1% of 650,000 active; in the data active = activation above about 4.9%;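 note: 0% = median of compound wells and 100% = cells with positive control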
Target sequence (Q8TDV0 whole entry, looked up): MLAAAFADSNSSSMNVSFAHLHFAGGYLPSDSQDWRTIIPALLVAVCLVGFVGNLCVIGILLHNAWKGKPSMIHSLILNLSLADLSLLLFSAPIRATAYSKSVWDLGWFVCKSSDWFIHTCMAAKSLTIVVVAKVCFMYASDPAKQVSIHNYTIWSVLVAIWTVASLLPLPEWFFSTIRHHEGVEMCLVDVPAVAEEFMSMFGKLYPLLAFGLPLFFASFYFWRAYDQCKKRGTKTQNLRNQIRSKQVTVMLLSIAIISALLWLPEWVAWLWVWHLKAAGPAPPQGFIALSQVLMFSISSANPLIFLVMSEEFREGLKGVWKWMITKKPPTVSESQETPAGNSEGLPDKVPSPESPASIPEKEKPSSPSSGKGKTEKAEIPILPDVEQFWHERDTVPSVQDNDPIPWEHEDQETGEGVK
MITF inh = inhibitors of human MITF | AID 1259374 | AlphaScreen MITF homodimerization, bead proximity signal | inhibition, % at 2.6 µM | 0.91% of 650,000 active; in the data active = inhibition above about 50%;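 note: 0% = vehicle wells with protein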
FBW7 activator = human FBW7 E3 ligase activation, primary screen | Q969H0 | AlphaScreen FBW7–phospho-cyclin E peptide binding, activator screen | normalized activity (activation), % at 26.1 µM | 0.13% of 650,000 active; in the data active = normalized activity above about 1.9%;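 note: purified mutant Fbw7 with reduced substrate affinity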
Target sequence (Q969H0 whole entry, looked up): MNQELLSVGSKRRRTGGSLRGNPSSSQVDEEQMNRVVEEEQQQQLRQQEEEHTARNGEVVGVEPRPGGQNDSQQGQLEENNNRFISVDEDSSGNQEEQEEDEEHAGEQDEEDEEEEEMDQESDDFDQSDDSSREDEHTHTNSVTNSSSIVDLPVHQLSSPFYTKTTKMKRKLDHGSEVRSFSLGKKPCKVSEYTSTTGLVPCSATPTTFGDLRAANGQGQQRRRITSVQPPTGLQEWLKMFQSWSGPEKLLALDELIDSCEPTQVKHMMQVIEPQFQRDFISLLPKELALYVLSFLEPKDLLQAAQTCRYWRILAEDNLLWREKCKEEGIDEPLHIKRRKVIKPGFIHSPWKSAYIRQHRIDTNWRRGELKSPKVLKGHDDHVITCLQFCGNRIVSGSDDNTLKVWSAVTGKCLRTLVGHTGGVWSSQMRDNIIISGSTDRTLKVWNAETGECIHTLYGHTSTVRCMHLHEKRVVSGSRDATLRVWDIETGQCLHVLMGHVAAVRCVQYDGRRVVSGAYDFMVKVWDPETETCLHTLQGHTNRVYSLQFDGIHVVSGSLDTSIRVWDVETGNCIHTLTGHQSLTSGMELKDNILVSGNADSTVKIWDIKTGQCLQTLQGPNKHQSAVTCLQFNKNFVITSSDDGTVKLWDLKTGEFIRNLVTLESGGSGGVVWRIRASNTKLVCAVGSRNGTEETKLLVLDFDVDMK
Numbers without * were called inactive.

The line under a structure holds: TEAD-YAP inh	GPR151 activ	MITF inh	FBW7 activator
- Cc1cc(C)c2cc(C#N)c(NCCCNC(=O)c3cnccn3)nc2c1
  6.3	-1.5	4.8	1.1
- Nc1ccc(OCC(=O)O)cc1
  3.8	1.6	14.1	0.0
- CCOC(=O)c1c(NC(=O)CSc2nnc(CNC(=O)c3cccc(OC)c3)n2Cc2ccccc2)sc2c1CCCC2
  -0.7	0.3	-2.1	0.1
- O=C(O)c1ccc(N=Cc2nc(-c3ccco3)oc2O)cc1
  -1.6	2.0	9.0	-0.1
- CC(=O)Oc1cccc(/C=c2\sc3nc(-c4ccccc4OC(C)=O)nn3c2=O)c1
  -4.4	0.3	12.3	-0.1
- Cc1ccc(S(=O)(=O)NC(=O)c2c(O)c3ccccc3oc2=O)cc1
  4.2	0.7	11.3	-0.1
- CCCS(=O)(=O)n1c(SCC(=O)Nc2ccc(OCC)cc2)nc2ccccc21
  7.8	-0.8	14.7	0.1
- Cn1ccc(N2C(=O)c3cccc4c([N+](=O)[O-])ccc(c34)C2=O)n1
  5.7	2.0	7.8	-0.1
- O=C(CSC1=NC(=O)C(Cc2ccccc2)C(=O)N1)NCc1ccccc1 (stereo unspecified)
  9.1	1.5	3.7	-0.1
- O=C(NCc1ccc2c(c1)OCO2)c1ccco1
  -2.0	-1.8	6.5	-0.1
- CC(=O)Nc1ccc(NC(=O)CCN2C(=O)C3C4C=CC(C4)C3C2=O)cc1 (stereo unspecified)
  0.1	-0.5	-9.9	0.0
- Cc1c(Cl)cccc1NC(=O)CN(c1ccc(Cl)cc1Cl)S(=O)(=O)c1ccccc1
  3.3	0.4	12.9	0.7
- CCNCc1ccc(OCC)c(OC)c1
  1.2	0.0	23.7	0.0
- CCN(CC)S(=O)(=O)c1ccc(NC(=O)c2ccccc2Cl)cc1
  -8.9	0.8	4.5	0.1
- CC/C(=N\N1CCN(c2ccccn2)CC1)c1ccc(O)cc1
  -0.5	1.9	17.1	0.0
- Cc1onc(-c2ccccc2Cl)c1C(=O)Nc1c2c(nn1-c1ccc(Oc3ccccc3)cc1)CSC2
  -4.6	1.4	0.6	0.0
- CCOc1ccc(Cc2c(O)nc[nH]c2=O)cc1
  -4.6	0.5	-7.9	-0.3
- Cc1cc(C)cc(C(=O)NCC(=O)OCC(=O)N2c3ccccc3NC(=O)C2(C)C)c1
  8.0	4.3	1.7	-0.1
- COc1cccc(/C=N/N(C)C)c1OC
  1.4	-1.3	49.5	1.0
- Cc1ccccc1Cn1ccn(-c2ccccc2)c(=O)c1=O
  -1.3	-3.3	17.1	0.5
- O=C(c1ccc2c(c1)OCCO2)N(Cc1ccncc1)c1nc2c(F)cccc2s1
  -10.6	-0.3	-7.2	-0.2
- CCOc1ccc(-n2c(C)cc(C=C3C(=O)NC(=S)NC3=O)c2C)cc1
  -8.6	-1.9	3.1	0.5
- Cc1cc(S(=O)(=O)c2ccccc2)c(C)c(S(=O)(=O)N2CCCCC2)c1
  2.1	0.5	13.3	0.0
- CNC(=O)/C(=C\c1ccc(Cl)cc1)NC(=O)c1ccc(C)cc1
  -4.6	1.7	-11.4	0.1
- Cn1c(=O)[nH]c(=O)c2c1nc(N1CCN(CCO)CC1)n2Cc1ccccc1F
  2.2	0.2	-10.4	0.2
- O=C(Nc1ccc(Oc2cccc(Oc3ccc(NC(=O)c4ccccc4F)cc3)c2)cc1)c1ccccc1F
  -1.5	18.3*	11.7	0.0
- CCOC(=O)c1ccc2c(c1)N(Cc1cccc(F)c1)C(=O)C(C)S2 (stereo unspecified)
  4.0	-0.8	3.3	0.4
- CC(C)C1CC(c2ccccc2)(C(CN)CO)CCO1 (stereo unspecified)
  1.9	0.7	25.8	-0.2
- O=C(CN1CCN(c2nccn2-c2ccccc2F)CC1)Nc1ccc(F)cc1F
  -0.9	-1.3	-3.2	-0.3
- N#Cc1cc2c(nc1SCC(=O)N1CCOCC1)CCC2
  -38.9	0.0	-5.0	-0.1
- CCOc1ccc(NC(=O)CNC(=O)c2ccccc2F)cc1
  -8.6	-0.5	-17.9	0.0
- CNC(=O)CSc1ncc(-c2ccc(C)cc2)n1-c1ccc(C)cc1
  -12.9	-1.0	26.8	-0.4
- Cc1ccc(C)c(N2CCN(c3ccc(C(=O)Nc4ccc(C(C)C)cc4)cc3[N+](=O)[O-])CC2)c1
  -0.3	-0.9	-8.1	0.7
- CCn1c(SCC(=O)Nc2sc3c(c2C#N)CCCC3)nnc1-c1ccco1
  19.7	-2.1	18.9	0.0
- CCc1ccc(-c2csc(-c3cc4c(ccc5ccccc54)oc3=O)n2)cc1
  -1.0	-0.3	3.2	0.0
- Cc1cccc(NC(=O)CN(c2cc(Cl)cc(Cl)c2)S(C)(=O)=O)c1C
  4.2	0.4	15.4	0.1
- CN(Cc1ccccc1)C(=O)CN(C)S(=O)(=O)c1ccc2c(c1)C(C)(C)C(=O)N2C
  12.1	0.1	7.6	0.0
- Cc1cc(C)cc(OC(=O)C(C)N2C(=O)c3ccccc3C2=O)c1 (stereo unspecified)
  1.7	0.0	-3.2	0.0
- CC(=O)Nc1cccc(-c2nc3cc(Cl)ccc3o2)c1
  -64.5	0.1	-12.6	-0.1
- COC(=O)c1ccc(/C=C2/NC(=O)N(Cc3ccccc3F)C2=O)cc1
  -5.2	-1.0	-8.0	0.0
- COc1ccc(S(=O)(=O)Nc2nccnc2-c2ccc(CO)cc2)cc1OC
  11.3	0.7	7.1	-0.4
- O=C1CCCN2N=C(SCC(=O)Nc3ccc(Br)cc3)SC2=N1
  20.5	0.0	-0.1	0.1
- CCCCNC(=O)c1cc2c(=O)n3cccc(C)c3nc2s1
  -18.1	-1.0	-7.3	0.1
- Cc1c(NC(=O)c2cc3n(n2)C(C(F)(F)F)CC(c2ccc(Cl)c(Cl)c2)N3)c(=O)n(-c2ccccc2)n1C (stereo unspecified)
  -1.1	0.3	-21.4	-0.2
- Cc1cc(C)nc(NN2C(=O)/C(=C/c3ccccc3)SC2=S)n1
  -3.9	-0.6	3.1	0.0
- COC(=O)/C=C/c1ccc(-n2ccnc2)cc1
  0.1	0.9	-16.3	0.2
- COc1cccc(C(=O)NCCO)c1OC
  -4.2	0.2	-18.5	0.0
- CC(O)(COc1ccccc1)c1ccc2c(c1)CN(Cc1ccc(OCCO)cc1)CCO2 (stereo unspecified)
  8.1	1.9	7.9	0.1
- Cn1c(CSc2ncccn2)nnc1SCC(=O)O
  5.7	-0.2	5.5	0.0
- O=C(N/N=C/C=C/c1ccccc1)c1ccccc1[N+](=O)[O-]
  -0.5	3.7	7.6	0.1
- O=c1[nH]nnc2c1sc1nc(N3CCOCC3)c3c(c12)CCCC3
  3.8	-0.3	0.6	0.0
- N#Cc1c(-c2ccccc2)cc(N2CCN(c3ccc(Cl)cc3)CC2)n2c1nc1ccccc12
  -1.4	0.2	8.0	0.0
- CC(Sc1ccccc1)C(=O)Nc1cccc([N+](=O)[O-])c1 (stereo unspecified)
  -12.1	2.0	5.2	-0.1
- O=C(NC(=S)Nc1ccc(Br)cc1)c1ccccc1
  -29.4	-1.0	5.1	0.0
- O=C(CCC(=O)Nc1ccccc1)Nc1ccccc1
  -6.6	0.8	-22.6	0.0
- O=[N+]([O-])c1ccc(S(=O)(=O)Nc2ccc(-c3nc4ccccc4[nH]3)cc2)cc1
  -18.4	0.0	-4.3	-0.1
- CCCCCn1c(SCC#N)nc2cc(C(=O)NCc3ccccc3)ccc2c1=O
  -7.3	-1.8	15.4	0.2
- O=C(/C=C/c1ccc([N+](=O)[O-])cc1)NCc1ccco1
  -48.1	-1.2	-2.3	-0.2
- COc1ccc(-c2nc(NCCc3ccc(O)cc3)c3ncn(CCN4CCCC4=O)c3n2)cn1
  0.6	3.9	4.1	0.1
- CCOC(=O)C(CCCOc1ccccc1OC)C(=O)OCC
  18.7	0.0	-3.0	0.0

(further entries)
The line under a structure holds: TEAD-YAP inh	GPR151 activ	MITF inh	FBW7 activator
- CN(CCO)c1nc(N)c(C#N)c(CC#N)c1C#N
  3.2	0.8	-0.7	-0.1
- Cn1cnnc1SCC(=O)Nc1ccccc1F
  -10.2	-0.7	-3.2	-0.1
- CN(C)/C=C1\CCn2cnc(=O)c(C#N)c21
  -0.2	0.0	-2.8	-0.2
- CCN(CC)S(=O)(=O)c1ccc(C(=O)NCC(=O)NNc2ncnc(N)c2[N+](=O)[O-])cc1
  2.0	-0.2	24.9	-0.1
- CSc1ncccc1C(=O)OCC(=O)N1CC2(C)CC1CC(C)(C)C2 (stereo unspecified)
  -5.8	2.8	-3.0	0.1
- COc1ccc(-c2nc(C)c(CCNS(=O)(=O)c3ccc4c(c3)OCCO4)s2)cc1
  -4.1	-2.4	18.0	0.2
- Cc1cc(C(=O)Nc2cc(Cl)ccc2O)ccc1[N+](=O)[O-]
  -18.8	2.1	13.2	0.0
- CCS(=O)(=O)n1nc(-c2ccccc2)nc1NCc1ccco1
  -9.6	12.1*	-7.9	-0.1
- C=CCNC(=O)C1CCN(c2nc3ccccc3n2C)CC1
  2.7	0.4	5.3	-0.2
- Cn1c(=O)[nH]c2nnc(/C=C/c3ccccc3)nc2c1=O
  -39.9	-6.3	-8.4	0.0
- O=C(Oc1ccccc1Br)c1cccc([N+](=O)[O-])c1
  -5.5	-1.0	5.5	1.1
- Nc1nc2c(nc(N3CCOCC3)n2COCCO)c(=O)[nH]1
  -4.3	-0.3	-11.4	-0.1
- Cn1c(=O)oc2cc(S(=O)(=O)N3CCC(Cc4ccccc4)CC3)ccc21
  -0.7	-2.1	-3.9	0.0
- COc1cc(OC)cc(C(=O)Nc2nc3ccc(OC)cc3s2)c1
  -44.5	-6.3	-20.5	0.1
- Nc1nc(-c2ccccc2)c(NC(=O)c2ccc(Cl)cc2)s1
  2.4	1.0	7.3	0.0
- COc1ccc(Br)cc1/C=N/c1ccccn1
  11.8	-0.4	2.3	0.0
- CCCNC(=O)N1CCc2nc(N3CCCC3)[nH]c(=O)c2C1
  -4.3	0.3	8.9	0.1
- Cc1cncc2cccc(NC3CCN(C(=O)C(O)c4ccc(Cl)cc4)CC3)c12 (stereo unspecified)
  0.4	0.2	5.3	-0.1
- Cc1ccc2nc(N3CCC(C)CC3)c(/C=C3\SC(=S)NC3=O)c(=O)n2c1
  -4.1	-0.9	5.6	0.1
- Cn1cc(-c2nc(-c3ccccc3Br)no2)c(=O)c2cc(F)ccc21
  -17.2	3.4	-0.3	-0.4

Part of the list above with just TEAD-YAP inh and FBW7 activator:
| Compound | TEAD-YAP inh | FBW7 activator |
| --- | --- | --- |
| Cc1cc(C(=O)Nc2cc(Cl)ccc2O)ccc1[N+](=O)[O-] | -18.8 | 0.0 |
| COc1cc(OC)cc(C(=O)Nc2nc3ccc(OC)cc3s2)c1 | -44.5 | 0.1 |
| CCCNC(=O)N1CCc2nc(N3CCCC3)[nH]c(=O)c2C1 | -4.3 | 0.1 |
| Cn1cnnc1SCC(=O)Nc1ccccc1F | -10.2 | -0.1 |
| Cn1cc(-c2nc(-c3ccccc3Br)no2)c(=O)c2cc(F)ccc21 | -17.2 | -0.4 |
| CCS(=O)(=O)n1nc(-c2ccccc2)nc1NCc1ccco1 | -9.6 | -0.1 |
| COc1ccc(-c2nc(C)c(CCNS(=O)(=O)c3ccc4c(c3)OCCO4)s2)cc1 | -4.1 | 0.2 |

Full records, looked up by structure. Screens in order: TEAD-YAP inh | GPR151 activ | MITF inh | FBW7 activator
CCCNC(=O)N1CCc2nc(N3CCCC3)[nH]c(=O)c2C1 reads -4.3 | 0.3 | 8.9 | 0.1
Cc1cncc2cccc(NC3CCN(C(=O)C(O)c4ccc(Cl)cc4)CC3)c12 (stereo unspecified) reads 0.4 | 0.2 | 5.3 | -0.1

The results go on.
The line under a structure holds: TEAD-YAP inh	GPR151 activ	MITF inh	FBW7 activator
- O=C(O)C(Cc1c[nH]c2ccccc12)N1C(=O)c2ccccc2C1=O (stereo unspecified)
  -10.9	0.3	0.2	0.0
- CCCCCOC(=O)Cn1c(-c2ccccc2)nc2ccccc2c1=O
  -20.6	4.1	-2.9	0.1
- O=C(CC1(CC2=NS(=O)(=O)c3ccccc3N2)CCCC1)n1ccnc1
  -8.8	0.9	3.3	0.0
- Cn1c(Cc2cccc3ccccc23)nnc1SCC(=O)Nc1ccc2nc(SCC(=O)N3CCOCC3)sc2c1
  -12.6	-0.7	-2.3	0.1
- FC(F)(F)c1ccc(Cn2cnc3c(Nc4ccc5c(c4)OCO5)nc(NCc4ccc5c(c4)OCO5)nc32)cc1
  -2.0	-1.9	-2.2	0.1
- Cc1cccc(C(=O)NC(C)CCC(C)C)c1[N+](=O)[O-] (stereo unspecified)
  -8.6	-0.4	7.2	-0.1
- CCOc1ccc(S(=O)(=O)N(CC(=O)Nc2ccc(C)cc2C)c2ccccc2)cc1
  -14.9	-0.8	-5.9	0.0
- CC(=O)CSc1nnc(-c2cccc(C#N)c2)n1C
  -4.5	0.7	-9.1	-0.3
- COc1cccc(CN(CCCO)C(=O)Nc2ccc(-c3cn[nH]c3)cc2)c1
  -17.1	0.6	21.9	0.0
- COc1cccc(C2C3=C(CCCC3=O)Nc3nc4ccccc4n32)c1OC (stereo unspecified)
  -6.5	0.7	1.9	0.0
- CCOc1ccc(N(C(=O)C2CC2)C2C=CS(=O)(=O)C2)cc1 (stereo unspecified)
  -7.2	0.8	6.0	0.2
- CCCCOc1ccccc1C(=O)NNC(=S)NC(=O)CCCC
  -8.7	1.3	0.6	-0.9
- O=C(N/N=C/c1ccc(O)cc1)Nc1cccc2nsnc12
  -45.7	-0.6	9.0	0.3
- N#C/C(=C\c1ccc(-c2cccc([N+](=O)[O-])c2)o1)c1[nH]nc(N)c1C#N
  -56.4	0.6	4.0	-0.1
- CCCCn1nnnc1SCC(=O)c1cc(Cl)ccc1OC
  3.1	-0.3	18.6	0.1
- CCCNc1ncnc2nc(Nc3ccc(N4CCOCC4)cc3)[nH]c12
  -3.2	1.0	-1.1	-0.3
- C=CCn1c2ccccc2c2nnc(SCC(=O)Nc3sc4c(c3C(=O)OCC)CCC4)nc21
  1.4	-1.3	1.9	0.0

Bioassay records as filed in PubChem.
